PTK2B oligo ant: Pyk2 (human) oligomerization antagonism; Q14289; Q293 cells, Pyk2 FERM NanoBiT luminescence; hits give low values; z-score (the deposit names both 25 µM and 10 µM); 99,000 tested, 0.83% active; AID 1347419;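 active = Z-score of -3 or lower, scaled per plate to the spread of control and sample wells; inactive = z-score above -3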;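 note: negative z-score means lost luminescence so less FERM oligomerization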
CYP2C9 activ: activators of human CYP2C9 | P11712 | AID 1024 | activation factor at 5 µM | recombinant CYP2C9, luciferin-H conversion, luminescence; hits give high values; factor 1 = untreated enzyme, 0 = blocked | 96,000 tested, 1.4% active;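 active = activation factor of 2 or more for CYP2C9 at a 5 µM dose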;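 note: 0 = sulfaphenazole-blocked wells and 1 = vehicle-only wells; values of inactives mirror those of a sister screen read the other way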
EphB4 antag: EphB4-ephrin-B2 interaction antagonism; P54760; EphB4 LBD / TNYL-RAW-Alexa532 peptide, fluorescence polarization; inhibition, % at 7 µM; 97,000 tested, 0.15% active; AID 720;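 active = inhibition above the screen-wide mean inhibition plus 3 SD, cut at about 15% in these data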;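 note: 0% = DMSO wells and 100% = excess unlabeled TNYL-RAW peptide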
CYP2C9 inh: human CYP2C9 inhibition; inhibition, % at 5 µM; CYP2C9 Supersomes, luciferin-H conversion, luminescence; 96,000 tested, 20% active;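 active = blocking of liver enzyme CYP2C9 beyond about 50% at 5 µM, limit read from the data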; note: values of inactives mirror those of a sister screen read the other way
CYP2C19 activ: increases human CYP2C19 enzyme activity; P33261; recombinant CYP2C19, luciferin-H EGE luminescence; hits give high values; 0 = fully inhibited enzyme, 1 = untreated enzyme; activation factor at 5 µM; 96,000 tested, under 10 active; AID 1025;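 active = activation factor of at least 2 at 5 µM in the primary screen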;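 note: 0 = wells with 2.5 mM tranylcypromine and 1 = vehicle-only wells; values of inactives mirror those of a sister screen read the other way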
Target sequence (P33261 whole entry, looked up): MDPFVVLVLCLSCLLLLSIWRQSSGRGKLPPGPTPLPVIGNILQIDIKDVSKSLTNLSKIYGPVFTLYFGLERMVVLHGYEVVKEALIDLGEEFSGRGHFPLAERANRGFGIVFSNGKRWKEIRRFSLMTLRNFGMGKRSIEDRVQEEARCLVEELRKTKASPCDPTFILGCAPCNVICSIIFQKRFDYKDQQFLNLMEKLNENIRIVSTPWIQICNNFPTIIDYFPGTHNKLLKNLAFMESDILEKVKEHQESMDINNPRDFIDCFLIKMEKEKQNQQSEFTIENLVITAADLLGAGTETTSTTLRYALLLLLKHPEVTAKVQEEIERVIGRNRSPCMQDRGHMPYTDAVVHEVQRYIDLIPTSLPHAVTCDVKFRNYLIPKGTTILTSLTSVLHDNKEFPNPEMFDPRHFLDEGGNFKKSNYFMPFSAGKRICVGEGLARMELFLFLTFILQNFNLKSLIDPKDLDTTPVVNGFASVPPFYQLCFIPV
PLAP act: activators of human placental alkaline phosphatase | P05187 | purified PLAP enzyme, luminescent substrate read-out; hits give high values | activation fold at 20 µM | 96,000 tested, 1.2% active | AID 696; in the data active = activation fold above about 2
Target sequence (P05187 whole entry, looked up): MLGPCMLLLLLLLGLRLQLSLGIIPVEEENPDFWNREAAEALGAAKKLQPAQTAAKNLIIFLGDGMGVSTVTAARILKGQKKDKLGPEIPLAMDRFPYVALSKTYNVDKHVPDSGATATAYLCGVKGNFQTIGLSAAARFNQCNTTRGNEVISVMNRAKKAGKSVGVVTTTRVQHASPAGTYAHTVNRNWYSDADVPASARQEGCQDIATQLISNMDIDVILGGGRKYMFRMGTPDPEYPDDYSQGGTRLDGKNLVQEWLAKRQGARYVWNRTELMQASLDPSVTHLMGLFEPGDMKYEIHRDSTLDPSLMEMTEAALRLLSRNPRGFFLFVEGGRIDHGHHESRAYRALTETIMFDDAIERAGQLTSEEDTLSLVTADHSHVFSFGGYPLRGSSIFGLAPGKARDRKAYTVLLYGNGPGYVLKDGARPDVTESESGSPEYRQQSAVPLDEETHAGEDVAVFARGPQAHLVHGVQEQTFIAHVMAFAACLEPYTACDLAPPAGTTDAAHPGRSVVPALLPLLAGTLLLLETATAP
CYP2C19 inhib: blocks human cytochrome P450 2C19. 96,000 tested, 21% active. inhibition, % at 5 µM. P33261. CYP2C19 Supersomes, luciferin-H EGE luminescence, 30 min;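 active = CYP2C19 inhibition above a set limit at 5 µM in the primary screen, cut at about 50% in these data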;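 note: plate controls were negative control wells for no effect and 2.5 mM tranylcypromine positive control for full effect; values of inactives mirror those of a sister screen read the other way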
PostGolgi yeast: growth inhibition of a yeast mutant, post-Golgi transport screen. post-Golgi transport phenotypic cell assay. inhibition, % at 10 µM. 98,000 tested, 0.9% active; in the data active = inhibition above about 30%;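 note: yeast cells grown in 1536-well plates; yeast grown about 18 h at 30C before absorbance read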
E coli WT exp: E. coli BW25113 growth inhibition, expanded screen; OD600 absorbance; growth inhibition, % at 100 µM; 98,000 tested, 0.15% active; AID 710;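 active = growth inhibition above about 50% at one test dose, limit read from the data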;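 note: growth measured after 20 h incubation at 37 °C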
Starred values were filed as active, the others as inactive; x = not tested or not shown.

Results follow in this order: PLAP act	CYP2C19 activ	PostGolgi yeast	CYP2C9 activ	E coli WT exp	EphB4 antag	PTK2B oligo ant	CYP2C19 inhib	CYP2C9 inh
(1) Cc1ccc(/C=N/NC(=O)C(NC(=O)c2ccccc2)c2n[nH]c(=O)c3ccccc23)cc1 (stereo not drawn)
 : 1	0.9	0.6	0.4	7.0	-0.1	0.06	13.3	56.5*
(2) C=CCc1cccc(CNc2c(C)n(C)n(-c3ccccc3)c2=O)c1O
 : 1.2	0.4	-1.4	0.9	-11.0	-1.8	-0.32	56.1*	11.8
(3) COc1ccc(NC(=O)NCCCN2CCCC2=O)cc1
 : 0.9	0.9	-5.8	1	10.0	x	x	5.8	-1.6
(4) Cc1ccc(S(=O)(=O)n2nc(OC(=O)C(C)(C)C)cc2N)cc1
 : 1	0.8	1.1	0.5	7.0	11.1	-0.08	21.6	50.4*
(5) NC(=O)c1ccccc1NC(=O)Nc1cccc(Cl)c1
 : 0.9	0.9	3.7	0.9	4.0	5.3	0.31	12.1	6.6
(6) COc1cc2ncnc(NCc3ccc(C)cc3)c2cc1OC
 : 1.1	0.4	21.9	1	5.0	2.0	0.07	62.6*	-2.1
(7) O=C(O)c1nn(-c2ccc(Cl)cc2)ccc1=O
 : 1.2	1.1	1.8	1.1	2.0	7.8	-0.44	-7.3	-8.6
(8) CCOC(=O)c1cc2occc2n1Cc1ccc(F)cc1
 : 0.9	1	5.4	0.8	8.0	-1.6	-1.3	-0.1	20.2
(9) CSc1ccc2nnc(-c3cccc(F)c3)n2n1
 : 1.1	0.8	8.7	0.7	13.0	0.6	-0.94	15.3	27.6
(10) CN1C(=O)NC(NC(=O)c2cccs2)(C(F)(F)F)C1=O (stereo not drawn)
 : 1.3	0.9	4.8	0.8	3.0	4.9	0.28	14.7	18.8
(11) O=C(NCCc1ccccc1)C1CCN(S(=O)(=O)c2cccnc2)CC1
 : 1.3	0.7	-6.6	0.7	2.0	-8.3	x	34.0	26.8
(12) Clc1ccc(-c2nc3ccccn3c2CN2CCOCC2)cc1
 : 1.2	0.8	-0.4	0.9	7.0	-2.1	0.02	17.6	6.1
(13) CCC(C)c1ccc(NC(=O)C2CCCN(c3ncccn3)C2)cc1 (stereo not drawn)
 : 1.2	0.9	-4.1	1.6	2.0	0.3	-2.12	8.5	-62.0
(14) CCOc1ncccc1C(=O)OCC(=O)c1c(N)n(C)c(=O)n(C)c1=O
 : 1	1	1.9	1.3	-8.0	x	-0.11	-4.8	-33.6
(15) S=C(NCc1ccccc1)NCc1ccccc1
 : 0.7	0.1	1.1	1.1	14.0	4.7	0.26	89.7*	-12.1
(16) COc1ccccc1NC(=O)CSc1nc2sc(C)c(C)c2c(=O)n1Cc1ccco1
 : 1.7	0.1	0.2	0.1	-9.0	-1.7	-0.52	92.9*	93.8*
(17) Clc1ccc2nc(NC3=NCN(CCN4CCOCC4)CN3)nc(-c3ccccc3)c2c1
 : 1.3	0.8	x	0.9	x	x	x	17.0	13.5
(18) O=c1[nH]c(N2CCN(c3ccccc3)CC2)nc2c1CCCC2
 : 0.8	1.1	4.2	1.1	-5.0	-4.7	-1.33	-6.0	-13.9
(19) COc1ccccc1N1CCN(C(=O)c2ccc(Cl)c(S(=O)(=O)NCc3ccco3)c2)CC1
 : 1.6	0.3	9.0	0.2	-7.0	2.4	0.06	69.6*	77.4*
(20) OCCNCCCCOc1ccccc1F
 : 1.1	1	4.4	1	9.0	6.1	0.23	-2.2	-0.4
(21) Cc1ccc2cccnc2c1NC(=S)NC(=O)c1ccccc1
 : 1.9	0.6	3.5	0.9	4.0	7.4	-0.54	39.1	13.7
(22) N#CCSc1nc2c(sc(=S)n2Cc2ccco2)c(=O)n1-c1ccc(F)cc1
 : 1.1	0.4	4.3	0.3	-9.0	-9.6	-1.39	63.7*	71.4*
(23) CC(c1ccccc1)C1CC(=O)N(c2ccc(C(=O)O)cc2)C1=O (stereo not drawn)
 : 1.2	1.2	-0.9	1.1	-5.0	-0.8	0.75	-18.9	-5.5
(24) O=C(N/N=C/c1ccc(-c2ccc(S(=O)(=O)Nc3ncccn3)cc2)o1)c1cc2ccccc2cc1O
 : 1.9	0.7	-1.7	0.2	2.0	1.3	0.92	30.3	80.9*
(25) Cc1cnn(C(=O)c2cc(-c3ccccc3)nc3ccccc23)c1
 : 1	0.8	2.4	0.8	-1.0	-9.0	-0.67	19.4	23.0
(26) Cc1cc(C)n(-c2nc(C)nc(NCc3ccccc3)n2)n1
 : 1.2	1	-12.5	0.8	0.0	-0.1	0.07	1.9	18.2
(27) Cc1cc(NC(=O)c2ccco2)ncc1NC(=O)Cc1ccccc1
 : 0.9	1	-6.1	0.9	7.0	x	-0.89	1.9	10.5
(28) N#Cc1c(NC(=O)CSc2ncn(-c3ccccc3)n2)sc2c1CCCC2
 : 0.9	0.2	-3.9	0.1	-6.0	-2.2	-1.77	81.2*	90.5*
(29) Cn1c(=O)c2c(nc(SCC(=O)N3c4ccccc4CCc4ccccc43)n2C)n(C)c1=O
 : 1.3	0.6	-8.5	0.5	-9.0	-2.4	0.68	40.3	49.1
(30) CCCCOC(=O)Nc1nnc(CCOCC)s1
 : 1.1	0.8	4.8	0.9	0.0	-1.1	-0.68	23.1	5.4
(31) CCn1c(=O)c(NC(=O)c2ccccc2)c2n(c1=S)CCCCC2
 : 0.9	0.7	-3.9	0.5	-1.0	-0.4	0.04	32.4	54.5*
(32) CCc1nc(SCC(=O)N2CCCc3ccccc32)c2oc3ccccc3c2n1
 : 0.9	0.6	11.4	0.3	-13.0	-2.5	-2.53	39.4	73.8*
(33) Cc1ccc(O)c(C(=O)CC(=O)c2cccc(F)c2)c1
 : 0.8	1	7.7	0.9	16.0	x	-0.84	3.7	7.8
(34) CCOC(=O)c1sc(NC(=O)CSc2nncs2)c(C(=O)OCC)c1C
 : 0.9	1	-2.9	0.9	0.0	-4.5	-0.66	2.1	9.5
(35) CC1(C)CC(=O)C2=C(C1)c1c(ccc3ccccc13)NC2c1ccc(Br)o1 (stereo not drawn)
 : 0.7	0.3	13.7	0	-12.0	-2.0	0.55	74.9*	96.3*
(36) O=C(C1CCCO1)N1CCN(Cc2c(O)ccc3ccccc23)CC1 (stereo not drawn)
 : 2.4*	0.6	0.3	1	2.0	-3.3	-0.23	39.2	0.9
(37) Cc1ccc(C2=N/C(=C\N(C)C)C(=O)O2)cc1
 : 0.9	0.9	-8.8	1.1	-6.0	4.6	0.73	5.2	-8.4
(38) CC1CCCN(CCCNC(=O)C2CC(=O)N(c3ccc(F)c(Cl)c3)C2)C1 (stereo not drawn)
 : 1.3	1.1	2.3	0.9	7.0	-0.3	0.32	-6.2	13.5
(39) CC(=O)Nc1ccc(S(=O)(=O)NC(CC(=O)NCCC2=CCCCC2)C(C)C)cc1 (stereo not drawn)
 : 1	0.1	9.4	0.7	-2.0	-4.6	-0.19	94.9*	31.9
(40) CCC(=O)Nc1ccc(N2CCN(Cc3ccccc3)CC2)cc1
 : 1.1	0.8	1.1	0.9	0.0	3.6	0.33	23.8	5.4
(41) Cc1ccc(NC(=O)COC(=O)CCc2c[nH]c(=O)[nH]2)cc1
 : 1.1	0.9	-4.7	1	-5.0	0.5	1.23	10.9	4.2
(42) CC(=O)Nc1ccc(C(=O)CSc2nnc(Cn3nnc4ccccc43)n2C)cc1
 : 1.3	0.7	6.9	0.7	4.0	6.5	-0.25	26.5	33.3
(43) O=C(O)CC1Sc2ccccc2NC1=O (stereo not drawn)
 : 1.1	1.1	26.6	1.4	0.0	x	-0.21	-12.4	-36.2
(44) O=C1C2Sc3[nH]c(=O)sc3C(c3ccccc3)C2C(=O)N1c1ccc(Cl)cc1 (stereo not drawn)
 : 0.8	0.3	-19.0	0.5	1.0	-4.0	-0.89	67.2*	52.3*
(45) CN1C(=O)CSc2ccc(NC(=O)NCCC3=CCCCC3)cc21
 : 0.9	0.8	1.7	0.7	-2.0	7.3	-0.51	24.7	27.5
(46) COC(=O)c1ccccc1NC(=O)c1ccccc1N(C)S(C)(=O)=O
 : 1	0.5	-0.6	0.6	1.0	-4.1	0.22	50.0*	38.9
(47) COc1cc(C)nc(N(Cc2ccccc2)S(=O)(=O)c2ccccc2)n1
 : 0.9	0.2	-0.6	0.3	-15.0	6.6	-1.65	83.1*	73.9*
(48) Cc1cccn2cc(CNc3ccccc3)nc12
 : 1.2	0.8	-2.0	0.9	14.0	-1.9	0.93	20.3	7.3
(49) Cc1nn(Cc2ccccc2)c(C)c1NC(=O)c1cc(-c2cccs2)on1
 : 1	0.7	3.9	0.4	3.0	3.0	0.24	28.2	62.7*
(50) CCC(COC(=O)Nc1cccc(C)c1)NC(=O)OCC(C)C (stereo not drawn)
 : 1.1	0.1	-0.3	0.4	5.0	3.5	0.83	93.4*	55.1*
(51) CC(=O)Nc1ccc2nc(C3CCCCC3)[nH]c2c1
 : 1.2	1	-8.1	1	10.0	-2.6	-0.08	-1.4	3.9
(52) O=C(CSc1nn(-c2ccccc2)c(=S)s1)Nn1cnnc1
 : 1.1	0.4	-6.9	0	3.0	x	1.23	64.4*	98.1*

Compounds from the list above that have a furan ring, fused or not (eight):
Results follow in this order: PLAP act	CYP2C19 activ	PostGolgi yeast	CYP2C9 activ	E coli WT exp	EphB4 antag	PTK2B oligo ant	CYP2C19 inhib	CYP2C9 inh
(8) CCOC(=O)c1cc2occc2n1Cc1ccc(F)cc1
 : 0.9	1	5.4	0.8	8.0	-1.6	-1.3	-0.1	20.2
(16) COc1ccccc1NC(=O)CSc1nc2sc(C)c(C)c2c(=O)n1Cc1ccco1
 : 1.7	0.1	0.2	0.1	-9.0	-1.7	-0.52	92.9*	93.8*
(19) COc1ccccc1N1CCN(C(=O)c2ccc(Cl)c(S(=O)(=O)NCc3ccco3)c2)CC1
 : 1.6	0.3	9.0	0.2	-7.0	2.4	0.06	69.6*	77.4*
(22) N#CCSc1nc2c(sc(=S)n2Cc2ccco2)c(=O)n1-c1ccc(F)cc1
 : 1.1	0.4	4.3	0.3	-9.0	-9.6	-1.39	63.7*	71.4*
(24) O=C(N/N=C/c1ccc(-c2ccc(S(=O)(=O)Nc3ncccn3)cc2)o1)c1cc2ccccc2cc1O
 : 1.9	0.7	-1.7	0.2	2.0	1.3	0.92	30.3	80.9*
(27) Cc1cc(NC(=O)c2ccco2)ncc1NC(=O)Cc1ccccc1
 : 0.9	1	-6.1	0.9	7.0	x	-0.89	1.9	10.5
(32) CCc1nc(SCC(=O)N2CCCc3ccccc32)c2oc3ccccc3c2n1
 : 0.9	0.6	11.4	0.3	-13.0	-2.5	-2.53	39.4	73.8*
(35) CC1(C)CC(=O)C2=C(C1)c1c(ccc3ccccc13)NC2c1ccc(Br)o1 (stereo not drawn)
 : 0.7	0.3	13.7	0	-12.0	-2.0	0.55	74.9*	96.3*
